Bioassay records from PubChem.
HIF act – HIF pathway transcriptional activators, primary screen, cell-based, U2OS HRE-luciferase, luminescence | U2OS HRE-luciferase reporter; normalized: DMSO 0%, desferrioxamine 100% | activation, % at 7.5 µM (by protocol) | 300,000 tested, 0.32% active | AID 1910, 2009;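 active means mean activation of at least 10% of the iron chelator positive control signal, with at least half of replicates also reaching 10%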
HSF1 inh – HSF1 inhibitors in luciferase reporter cells, primary screen, cell-based, NIH3T3, luminescence. activity change, negative = inhibition, % at 7.5 µM (by protocol). AID 2098, 2009. NIH3T3-HGL HSE-luciferase, MG132-induced, luminescence 8 h; stronger effect = lower value. 300,000 tested, 0.77% active;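 active means more than half of replicate wells show activity change below -50%, luminescence cut by over half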;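 further: luciferase reports HSF-1 transcriptional activity via heat shock element; 0% = median of DMSO wells and -100% = zero luminescence signal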
Platelet DG rel – inhibitors of platelet dense granule secretion, primary screen, cell-based, MLPCN, human platelets | human platelet-rich plasma, SFLLRN dense granule ATP release, luminescence | inhibition, %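 (compounds screened at 7.5 µM in platelet-rich plasma)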 | 300,000 tested, 0.22% active;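 active means mean replicate score, as percent of positive control, at or above 50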
AI-2 QS mod – Vibrio harveyi AI-2 quorum sensing modulators, primary screen, JMH597 strain, luminescence/OD600 ratio; Vibrio harveyi JMH597 AI-2 luminescence/OD600 ratio, 9 h; stronger effect = lower value; strain lacks LuxN and CqsS sensors; 0 = neutral-control median; activity change, % at 7.5 µM; 300,000 tested, 0.4% active; AID 2094, 2009; in the data active means activity change below about -75%, passing the limit was not always enough;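 further: luminescence divided by OD600 gain over 9 h not by final OD600 alone; inactives centre near 13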
HDAC3 inhib – HDAC3 deacetylase inhibitors, primary screen, biochemical, fluorescence, cell-free homogeneous; Histone deacetylase 3 (Homo sapiens), O15379; recombinant HDAC3, fluorogenic peptide/trypsin coupled; inhibition, % at 8.3 µM; 320,000 tested, 0.15% active; in the data active means inhibition above about 26%, passing the limit was not always enough
Target sequence (O15379 whole entry, looked up): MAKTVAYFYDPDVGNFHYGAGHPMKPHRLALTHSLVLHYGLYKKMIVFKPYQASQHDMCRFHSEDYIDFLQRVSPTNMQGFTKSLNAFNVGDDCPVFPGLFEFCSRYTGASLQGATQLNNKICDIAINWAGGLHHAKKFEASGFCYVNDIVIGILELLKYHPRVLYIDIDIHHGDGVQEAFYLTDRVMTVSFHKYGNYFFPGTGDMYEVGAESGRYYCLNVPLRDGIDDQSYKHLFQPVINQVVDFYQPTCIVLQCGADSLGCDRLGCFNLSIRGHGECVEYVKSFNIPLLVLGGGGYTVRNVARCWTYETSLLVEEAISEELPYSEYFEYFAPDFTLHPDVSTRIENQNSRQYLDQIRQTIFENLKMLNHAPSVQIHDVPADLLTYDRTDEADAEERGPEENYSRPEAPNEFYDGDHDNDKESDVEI
KLF5 inhibitor – KLF5 expression inhibitors, primary screen, DLD-1 cells, luminescence | DLD-1 KLF5 promoter-luciferase reporter | inhibition, % at 5 µM | 290,000 tested, 0.23% active;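 active means inhibition above a per-plate limit of that plate's mean compound inhibition plus 3 SD, cut at about 60% in these data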;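 further: 0% = DMSO wells and 100% = LY294002 at 200 µM; higher means less KLF5 promoter-driven luciferase light; inactives centre near -14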
HSF1 activator – HSF-1 activators, primary screen, NIH3T3-HGL cells, MG132 stress, luminescence, single point. NIH3T3-HGL HSF-1 luciferase reporter, 8 h; 100% = twice DMSO control signal. activation, % at 9 µM. 300,000 tested, 1.7% active;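 active means mean replicate activation of at least 50% with a set share of replicates each reaching 50%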;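 further: 0% = median of the neutral control wells and 100% = twice that signal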
HSP90 inh – HSP90 inhibitors, primary screen, cell lysate, luminescence. Rabbit reticulocyte lysate, luciferase refolding luminescence, 3 h. inhibition, % at 5.6 µM. 290,000 tested, 0.91% active. AID 1789, 2009;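 active means inhibition above the screen-wide mean plus 3 SD, computed separately per campaign, cut at about 16% in these data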;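 further: 0% = DMSO wells and 100% = 60 µM geldanamycin wells; inhibitors lower the luminescence because luciferase stays unfolded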
aSyn UTR inh – MLPCN primary screen, SNCA 5' untranslated region | alpha-synuclein 5'UTR reporter, inhibitor activity | inhibition, % (tested at 7.5 µM) | 300,000 tested, 0.82% active; in the data active means inhibition above about 60%;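 further: H4 neuroglioblastoma cells stably carrying SNCA 5'UTR luciferase fusion; 0% = DMSO wells and 100% = positive control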
IEC-6 cytotox – cytotoxicity in IEC-6 intestinal epithelial cells, primary screen, cytotoxicity control for KLF5 inhibitor project, cell-based, luminescence. IEC-6 cytotoxicity, luminescence viability. inhibition, % at 5 µM. 290,000 tested, 0.78% active; in the data active means inhibition above about 22%;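 further: 0% = plate median of test compound wells and 100% = cytotoxic reference compound wells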
* hit, by the source's call.

What do the screens show for `CC(C)Cc1ccc(CN2CCCC(NC(=O)c3cccc(-n4cnnc4)c3)C2)cc1` (stereo not drawn)?
HIF act: 0.3; HSF1 inh: -3.3; Platelet DG rel: 0.0; AI-2 QS mod: 9.9; HDAC3 inhib: 0.6; KLF5 inhibitor: -23.5; HSF1 activator: -11.6; HSP90 inh: -0.8; aSyn UTR inh: -39.8; IEC-6 cytotox: -6.3

Results for CCN(CC)C(=O)CSc1nnc(-c2ccco2)o1 ?
HIF act: 2.0; HSF1 inh: 8.9; Platelet DG rel: -1.0; AI-2 QS mod: 16.3; HDAC3 inhib: 3.1; KLF5 inhibitor: -56.1; HSF1 activator: 7.3; HSP90 inh: -4.2; aSyn UTR inh: -43.7; IEC-6 cytotox: -0.6

Results for C=CCn1c(=N)n(CC(=O)c2ccccc2)c2ccccc21 ?
HIF act: -3.0; HSF1 inh: 2.4; Platelet DG rel: -5.2; AI-2 QS mod: 19.9; HDAC3 inhib: -0.9; KLF5 inhibitor: -17.5; HSF1 activator: 23.2; HSP90 inh: -1.9; aSyn UTR inh: -16.7; IEC-6 cytotox: 9.2

How did O=C1/C(=C\c2ccc(Br)cc2)SC(=S)N1NS(=O)(=O)c1ccccc1 do in these assays?
HIF act: -4.8; HSF1 inh: 3.1; Platelet DG rel: -3.3; AI-2 QS mod: 30.9; HDAC3 inhib: 14.1; KLF5 inhibitor: -14.3; HSF1 activator: 2.2; HSP90 inh: -2.2; aSyn UTR inh: -9.9; IEC-6 cytotox: 2.3

How did NC1=NS(=O)(=O)NC1c1cccc(Cl)c1 (stereo not drawn) do in these assays?
HIF act: 0.4; HSF1 inh: -0.9; Platelet DG rel: 16.3; AI-2 QS mod: 22.7; HDAC3 inhib: 0.0; KLF5 inhibitor: -75.3; HSF1 activator: -0.8; HSP90 inh: 22.4*; aSyn UTR inh: 6.0; IEC-6 cytotox: -3.3

How did O=C(Cn1nc(C(F)F)cc1C1CC1)N1CCCC1 do in these assays?
HIF act: 0.7; HSF1 inh: -5.3; Platelet DG rel: 5.8; AI-2 QS mod: -1.2; HDAC3 inhib: -4.2; KLF5 inhibitor: -8.9; HSF1 activator: 15.4; HSP90 inh: 4.2; aSyn UTR inh: -0.3; IEC-6 cytotox: 2.7

What do the screens show for `Cc1cc(=O)n(CC(=O)NCCN2CCOCC2)c2c1c(C)nn2-c1ccccc1`?
HIF act: 0.3; HSF1 inh: 3.4; Platelet DG rel: 3.5; AI-2 QS mod: 6.3; HDAC3 inhib: -2.7; KLF5 inhibitor: 4.8; HSF1 activator: 12.6; HSP90 inh: -4.1; aSyn UTR inh: 15.0; IEC-6 cytotox: 5.5

How did CCC(CC)c1nnc(NC(=O)Cc2cccs2)s1 do in these assays?
HIF act: -0.5; HSF1 inh: -2.0; Platelet DG rel: 4.0; AI-2 QS mod: 7.1; HDAC3 inhib: -2.6; KLF5 inhibitor: -0.9; HSF1 activator: -15.3; HSP90 inh: 2.8; aSyn UTR inh: -2.5; IEC-6 cytotox: -2.0

Results for O=C(Cc1ccccc1)Nc1ccccc1N1CCOCC1 ?
HIF act: -0.7; HSF1 inh: -2.2; Platelet DG rel: 0.2; AI-2 QS mod: 29.7; HDAC3 inhib: -1.1; KLF5 inhibitor: -0.9; HSF1 activator: 3.0; HSP90 inh: -3.9; aSyn UTR inh: 4.8; IEC-6 cytotox: -4.8

How did Cc1ccc(-c2n[nH]c(=S)n2/N=C/c2ccc(C)o2)cc1 do in these assays?
HIF act: 0.1; HSF1 inh: -1.5; Platelet DG rel: -7.1; AI-2 QS mod: 34.8; HDAC3 inhib: 7.6; KLF5 inhibitor: -11.2; HSF1 activator: -3.1; HSP90 inh: -4.0; aSyn UTR inh: -11.5; IEC-6 cytotox: -3.9

What do the screens show for `O=C(NCCCn1ccnc1)c1cccc(S(=O)(=O)Nc2ccc(Br)cc2)c1`?
HIF act: 0.1; HSF1 inh: -0.8; Platelet DG rel: 6.6; AI-2 QS mod: 5.8; HSF1 activator: 4.1; aSyn UTR inh: 9.9

How did O=C(N/N=C/c1ccccc1F)c1ccccc1OCc1ccccc1 do in these assays?
HIF act: 0.6; HSF1 inh: -0.4; Platelet DG rel: -6.7; AI-2 QS mod: 16.9; HDAC3 inhib: 8.5; KLF5 inhibitor: 50.9; HSF1 activator: 0.1; HSP90 inh: 1.1; aSyn UTR inh: -15.2; IEC-6 cytotox: -2.2

How did CS(=O)(=O)Nc1ccc(C(=O)Nc2ccc(S(=O)(=O)Nc3nccs3)cc2)cc1 do in these assays?
HIF act: -0.4; HSF1 inh: -1.3; Platelet DG rel: -7.5; AI-2 QS mod: 34.1; KLF5 inhibitor: -17.0; HSF1 activator: -4.5; HSP90 inh: 1.9; aSyn UTR inh: -20.2; IEC-6 cytotox: -8.5

Results for COc1cc2c(c(OC)c1CC=C(C)C)C[C@H](c1ccc(O)cc1O)CO2 ?
HIF act: 0.6; HSF1 inh: -6.5; Platelet DG rel: 2.3; AI-2 QS mod: -3.6; HDAC3 inhib: 6.6; HSF1 activator: -3.6; aSyn UTR inh: 3.8

Results for CCCc1nc(SCc2ccc(Cl)cc2Cl)n[nH]1 ?
HIF act: 0.4; HSF1 inh: 22.9; Platelet DG rel: 4.9; AI-2 QS mod: 8.4; HDAC3 inhib: 5.1; KLF5 inhibitor: -17.6; HSF1 activator: 40.2; HSP90 inh: -3.8; aSyn UTR inh: 5.6; IEC-6 cytotox: -10.6

Results for Cn1c(=O)c2c(O)cc(=O)[nH]c2n(-c2ccccc2)c1=O ?
HIF act: 0.1; HSF1 inh: -4.1; Platelet DG rel: 0.8; AI-2 QS mod: 19.8; HDAC3 inhib: -2.9; KLF5 inhibitor: -7.2; HSF1 activator: -6.1; HSP90 inh: 0.3; aSyn UTR inh: 6.6; IEC-6 cytotox: 3.1

What do the screens show for `CCOc1ccccc1Nc1ncccc1C(=O)O`?
HIF act: 0.1; HSF1 inh: 2.5; Platelet DG rel: 0.0; AI-2 QS mod: 14.4; HDAC3 inhib: -6.4; KLF5 inhibitor: -20.4; HSF1 activator: 13.8; HSP90 inh: 3.8; aSyn UTR inh: 0.3; IEC-6 cytotox: -3.2

Results for CCN(CC)S(=O)(=O)c1ccc2nnn(O)c2c1 ?
HIF act: -0.7; HSF1 inh: -5.5; Platelet DG rel: 1.5; AI-2 QS mod: 17.2; HDAC3 inhib: 0.9; KLF5 inhibitor: 5.2; HSF1 activator: 13.1; HSP90 inh: 0.4; aSyn UTR inh: 23.8; IEC-6 cytotox: 0.7

How did O=C(CN1CCN(C(=O)c2ccco2)CC1)N1CCc2[nH]c3ccccc3c2C1 do in these assays?
HIF act: 0.7; HSF1 inh: 0.3; Platelet DG rel: -2.6; AI-2 QS mod: 25.9; HDAC3 inhib: -4.8; KLF5 inhibitor: -3.5; HSF1 activator: 5.3; HSP90 inh: 6.0; aSyn UTR inh: 9.9; IEC-6 cytotox: 3.4

Results for COc1ccccc1NS(=O)(=O)c1ccc2c(c1)NC(=O)CC(=O)N2 ?
HIF act: -0.4; HSF1 inh: 0.5; Platelet DG rel: -1.4; AI-2 QS mod: 7.3; HDAC3 inhib: -1.0; KLF5 inhibitor: 21.8; HSF1 activator: 20.2; HSP90 inh: -3.4; aSyn UTR inh: -1.3; IEC-6 cytotox: 7.6

How did CCN(CC)CCCNC(=O)CSc1nc(-c2cccs2)cc(C(F)(F)F)n1 do in these assays?
HIF act: -0.4; HSF1 inh: -21.2; Platelet DG rel: -5.3; AI-2 QS mod: 14.0; HDAC3 inhib: -2.2; KLF5 inhibitor: 0.9; HSF1 activator: -37.5; HSP90 inh: 7.5; aSyn UTR inh: -18.9; IEC-6 cytotox: 1.0

What do the screens show for `CCc1nc(N[C@H](C(=O)O)C(C)C)c2oc3ccccc3c2n1`?
HIF act: 0.1; HSF1 inh: -0.7; Platelet DG rel: -4.0; AI-2 QS mod: 18.9; HDAC3 inhib: 4.5; KLF5 inhibitor: 12.4; HSF1 activator: 1.3; HSP90 inh: 2.8; aSyn UTR inh: -5.9; IEC-6 cytotox: -3.4

How did COC(=O)c1cc2c(s1)CS(=O)C2 (stereo not drawn) do in these assays?
HIF act: -0.1; HSF1 inh: -3.1; Platelet DG rel: -5.3; AI-2 QS mod: 23.3; HDAC3 inhib: 2.3; KLF5 inhibitor: -25.8; HSF1 activator: -14.8; HSP90 inh: 3.3; aSyn UTR inh: 5.4; IEC-6 cytotox: 2.0

What do the screens show for `COc1ccc(CCNC(=O)CN(c2cc([N+](=O)[O-])ccc2OC)S(C)(=O)=O)cc1`?
HIF act: 0.1; HSF1 inh: 0.0; Platelet DG rel: 4.7; AI-2 QS mod: 14.1; HDAC3 inhib: 0.4; KLF5 inhibitor: -14.7; HSF1 activator: -9.6; HSP90 inh: 5.7; aSyn UTR inh: 11.7; IEC-6 cytotox: -2.1

What do the screens show for `CCOCCCNC(=O)C(NC(=O)Cc1cccs1)c1ccc(C)cc1` (stereo not drawn)?
HIF act: -0.4; HSF1 inh: 0.2; Platelet DG rel: 5.0; AI-2 QS mod: 1.4; HDAC3 inhib: 14.8; KLF5 inhibitor: -73.8; HSF1 activator: -4.0; HSP90 inh: -1.3; aSyn UTR inh: -3.6; IEC-6 cytotox: -6.8

How did CC(=O)NC1=NN(C(C)=O)C(C)(c2cccc([N+](=O)[O-])c2)S1 (stereo not drawn) do in these assays?
HIF act: 0.0; HSF1 inh: -12.9; Platelet DG rel: -6.7; AI-2 QS mod: 16.5; HDAC3 inhib: 0.4; KLF5 inhibitor: 9.9; HSF1 activator: -20.8; HSP90 inh: 0.6; aSyn UTR inh: -29.3; IEC-6 cytotox: 7.1

What do the screens show for `Cc1n[nH]c(=O)c2c(NC(=O)CSc3nnnn3-c3ccc(O)cc3)oc(C)c12`?
HIF act: 0.6; HSF1 inh: -2.6; Platelet DG rel: 3.4; HDAC3 inhib: 4.5; HSF1 activator: 10.3; aSyn UTR inh: -7.4

How did COc1cccc(Cn2nnc(C(=O)NCc3ccccc3Cl)c2N)c1 do in these assays?
HIF act: 0.3; HSF1 inh: -2.2; Platelet DG rel: -1.3; AI-2 QS mod: 43.3; HDAC3 inhib: 1.2; KLF5 inhibitor: -12.3; HSF1 activator: -1.0; HSP90 inh: -0.1; aSyn UTR inh: 3.0; IEC-6 cytotox: -2.0

Results for CN([C@@H](C(=O)OC(C)(C)C)c1ccccc1)S(=O)(=O)c1cccc(S(=O)(=O)N(C)[C@@H](C(=O)OC(C)(C)C)c2ccccc2)c1 ?
HIF act: -0.2; HSF1 inh: -5.0; Platelet DG rel: 9.1; AI-2 QS mod: 13.3; HDAC3 inhib: 2.4; KLF5 inhibitor: -6.4; HSF1 activator: -4.1; HSP90 inh: -3.6; aSyn UTR inh: 20.7; IEC-6 cytotox: -2.1
